Screening results from PubChem.
BL2 CD40 inh: CD40 pathway inhibition in BL2 cells; BL2 NF-kB luciferase reporter, CD40L-induced, 4 h; inhibition, % at 10 µM; hit rate 0.94% among 83,000; AID 1053188;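 active = mean inhibition of at least 50% with a set share of replicates also reaching that level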;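 also: 0% = neutral control wells and 100% = IKK inhibitor VII at 50 µM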
Starred values were filed as active, the others as inactive; & = joins results of further samples; [ ] = remark or other dose.

BL2 CD40 inh	SMILES
6	COc1cccc(/C=N/NC(=O)CO/N=C(\C)c2cccs2)c1OC
23	Cc1nn(C)c(C)c1NS(=O)(=O)c1ccc(N2CCCC2=O)cc1
11	Cc1csc(NC(=O)[C@@H]2CCCN2C(=O)c2cccs2)n1
5	CCCC(=O)N1CCC1(C)C(=O)Nc1ccc(-n2cncn2)cc1 (stereo unspecified)
1	Cc1cc(C(F)(F)F)nc2c(Cl)c(C(C)(C)C)nn12
3	CN(CC(=O)Nc1c(Cl)cccc1Cl)C(=O)c1ccc2nc[nH]c2c1
3	Cc1ccc(OCc2nnc(NC(=O)Cc3cccs3)s2)cc1
-1	O=C(Nc1cccc(S(=O)(=O)N2CCOCC2)c1)C1CCCCN1S(=O)(=O)c1ccccc1 (stereo unspecified)
3[25 µM]	O=C(C[C@H]1C=C[C@H](NC(=O)C2CCC2)[C@H](CO)O1)NC1CCCCC1
-8	O=C1c2ccccc2-c2c1cccc2C(=O)N1CCCCC1
17	COc1ccc2nc(N/C(=N/S(=O)(=O)c3cccs3)c3ccccc3Cl)sc2c1
7[25 µM]	C[C@@H]1CN([C@H](C)CO)C(=O)CCCn2cc(nn2)CO[C@@H]1CN(C)Cc1ccc2c(c1)OCCN2C
8	Cn1ccnc1SCC(=O)NCC(=O)Nc1ccc(F)c(F)c1F
6	O=S(=O)(c1cccc(-c2n[nH]c(=S)n2-c2cccc(C(F)(F)F)c2)c1)N1CCOCC1
-9	O=C(CN1CCN(CC(=O)Nc2ccccc2F)CC1)Nc1cccc(F)c1
0[25 µM]	CN1C[C@H](O)COC[C@H]2O[C@H](CC(=O)NC3CCCC3)CC[C@@H]21
-8[25 µM]	COc1ccccc1-c1ccc2c(c1)O[C@@H](CN(C)CC1CCOCC1)[C@@H](C)CN([C@H](C)CO)S2(=O)=O
6	CCOc1ccc(NC(=O)CN(C)C(=O)c2c(C)nn(-c3ccccc3)c2Cl)cc1OCC
-9	Cc1cc(C(=O)COC(=O)Cc2ccc(Cl)cc2)c(C)n1C
-5	CCc1nc(CN2CCCC(C(=O)c3ccc4c5c(cccc35)CC4)C2)c(C)[nH]1 (stereo unspecified)
-26	CC(=O)c1ccc(Oc2ncnc3sccc23)cc1
1	O=C(COC(=O)C1CCC1)NCc1ccc(Cl)cc1Cl
12	CCOC(=O)CC1C(=O)NCCN1C1CCCC1 (stereo unspecified)
11	CN(Cc1ccc(F)cc1)C(=O)c1cccc(S(=O)(=O)N2CCN(Cc3ccccc3)CC2)c1
3	CC(c1ccccc1)N1CC(C(=O)NC2CCCC2)CC1=O (stereo unspecified)
49	Cc1ccc2sc(N(CCCN(C)C)C(=O)c3ccc(S(=O)(=O)N(C)C4CCCCC4)cc3)nc2c1C
3	Cn1c(=O)oc2cc(S(=O)(=O)NCCC(=O)NC3CCCC3)ccc21
-1	CCOC(=O)Nc1ccc([N+](=O)[O-])cc1OC
-2	NC(=O)C1CCCN(CC(=O)Nc2cc(S(=O)(=O)N3CCOCC3)ccc2N2CCCC2)C1 (stereo unspecified)
-5	COc1ccccc1-n1c(-c2ccc(Cl)cc2)c[nH]c1=S
6	Cc1nnc(NC(=O)C2CSC3(C)CCC(=O)N23)s1 (stereo unspecified)
8	c1ccc(OC2CCCCC2N2CCOCC2)cc1 (stereo unspecified)
-5	CN1CCN(S(=O)(=O)c2ccc(N3CCN(c4ccc(O)cc4)CC3)c([N+](=O)[O-])c2)CC1
35	CC(=O)c1cccc(-c2ccnc3c2CC(C(=O)Nc2cccc(OC(F)(F)F)c2)O3)c1 (stereo unspecified)
-12	CCOC(=O)c1[nH]c(C)c(CC(C)C)c1C
6	N#Cc1ccc(-c2ccc3c(c2)[C@@H]2[C@@H](CCN2C(=O)C2CCCC2)[C@H](CO)N3)cc1
5	CC(=O)CC(c1ccc([N+](=O)[O-])cc1)c1c(O)c2ccccc2oc1=O (stereo unspecified)
10	CCOC(=O)Cn1nc(C)cc1NC(=O)c1ccncc1
-4	Cc1nc(C(F)(F)F)ccc1C(=O)N1CCC1(C)C(=O)NS(C)(=O)=O (stereo unspecified)
10	Cc1ccc(F)cc1NC(=O)c1cnccn1
-2[25 µM]	N#C[C@@H]1[C@@H](c2ccc(-c3cccnc3)cc2)[C@H](CO)N1C(=O)Nc1ccc(F)cc1
-17[25 µM]	CS(=O)(=O)N1[C@H](C#N)[C@@H](c2ccc(C#Cc3cccc(F)c3)cc2)[C@@H]1CO
-50	COc1ccc(-c2nc(C#N)c(NCC3CCCO3)o2)cc1OC (stereo unspecified)
6[25 µM]	CCOc1ccccc1OC(c1ccccc1)C1CNCCO1 (stereo unspecified)
4	CCN(c1ccc(OC)cc1)S(=O)(=O)N1CCCC(C(=O)NC(C)c2ccccc2)C1 (stereo unspecified)
6	COc1cc2c(cc1OC)CN(C(=O)CCNC(=O)c1ccc(Br)cc1)CC2
-8	CCOC(=O)N1CCN(C(=O)c2sc3nc(-c4ccc(F)cc4)cn3c2C)CC1
11	COc1ccc(C(=O)ON=C2CCN(C)CC2)cc1
15	Cc1cccc(NS(=O)(=O)c2ccc(C(=O)N3CCCCCC3)cc2)c1C
12	CN1c2ccc(-c3cccc(C#N)c3)cc2[C@H]2[C@H](CCN2C(=O)C2CCC2)[C@H]1CO
-1	CCN1CCN(C(=O)C(C)Oc2ccc(S(=O)(=O)N3CCCC3)cc2C(N)=O)CC1 (stereo unspecified)
5	CCC(NC(=O)Nc1nccs1)(C(F)(F)F)C(F)(F)F
4[25 µM]	C[C@H]1CN([C@@H](C)CO)C(=O)CCCn2cc(nn2)CO[C@@H]1CN(C)S(=O)(=O)c1ccc2ccccc2c1
3	CC1(NC(=O)NCc2ccco2)CCS(=O)(=O)C1 (stereo unspecified)
-32	COc1ccc2c(c1)C(=NN)c1cc(OC)ccc1-2
7	CCN1CCN(c2ccc(S(=O)(=O)N3CCCCC3)cc2NC(=O)CCNC(C)=O)CC1

(cont.)
BL2 CD40 inh	SMILES
1[25 µM]	CCCNC(=O)[C@H]1[C@H](CO)[C@H]2Cn3c(cccc3=O)[C@@H]1N2C(=O)Nc1cc(F)ccc1F
12[25 µM]	O=C(Cc1cccnc1)N1CC(=O)N2[C@H](CO)[C@@H](c3ccc(C#CC4CCCCC4)cc3)[C@H]2C1
8	CN(C)C(CNS(=O)(=O)c1ccc(Cl)cc1F)c1ccco1 (stereo unspecified)
0	COc1ccc(S(=O)(=O)N(C)C[C@@H]2OCCCC[C@H](C)Oc3ccc(NC(=O)Nc4ccc(F)cc4)cc3C(=O)N([C@@H](C)CO)C[C@H]2C)cc1
6	Cc1ccccc1NC(=O)Cc1nc(COC(=O)Cc2ccccc2F)cs1
2[25 µM]	C[C@H](CO)N1C[C@H](C)[C@H](CN(C)C(=O)c2ccncc2)OCc2cn(nn2)CCCC1=O
-50	CC(C)[C@H](NC(=O)c1ccccc1F)C(=O)Nc1nc2c(s1)CCCC2
7	N#Cc1c(N)nc2c(c1-c1ccncc1)CCCCCC2
-4	Cc1nc2c(cc1C(=O)N/N=C/c1ccc([N+](=O)[O-])cc1)c(=O)n(C)c(=O)n2C
-9[25 µM]	O=C(Nc1ccc2c(c1)[C@H]1C[C@@H](CC(=O)N3CCCCC3)O[C@H](CO)[C@H]1O2)NC1CCCCC1
5	Cc1cc(C)n(-c2c(C)[nH]c3ccccc23)n1
-2	COc1cccc(CNC(C)C(=O)Nc2ccc(S(=O)(=O)N3CCCC3)cc2)c1 (stereo unspecified)
-38	COc1ccc(-c2cccc(C(=O)N3CCOCC3)c2)cc1
11	O=C(Cc1c(C(=O)O)[nH]c2ccccc12)NCCN1CCN(c2ccccc2F)CC1
-3	N#Cc1c2c(c(NCc3cccnc3)n3c1nc1ccccc13)CCC2
17	COc1ccccc1NC(=O)Nc1nn(C)c2cccc(N(C)C)c12
16	CCCN(CC(=O)Nc1ccc(F)c(F)c1F)C(=O)C1=COCCO1
-2	O=C(COC(=O)CCC(=O)c1cccs1)NCc1ccccc1
1	CS(=O)(=O)N1CCC(Oc2ccccc2C(=O)N2CCN(CC3CC3)CC2)CC1
21[25 µM]	N#Cc1ccc(-c2ccc([C@H]3[C@@H](CO)N4CCCCN(C(=O)Nc5ccc(F)cc5)C[C@@H]34)cc2)cc1
5	O=C(Cc1ccccc1)Nc1ccc(C(=O)NCc2ccccc2)cc1
-19	COc1ccc(NC(=O)CSc2nnc(Cc3cccs3)n2C)cc1
-6	C[C@@H]1CN([C@H](C)CO)C(=O)c2ccccc2-c2ccccc2CO[C@@H]1CN(C)S(=O)(=O)c1ccc(F)cc1
-9	CCN(CC)c1nc(C)c2c(c1C#N)CC(C)(C)OC2
19	NC(c1csc(NC(=O)Nc2ccc(OC(F)(F)F)cc2)n1)C1CCCCC1 (stereo unspecified)
-8	Cc1nnsc1SCCNC(=O)c1ccc(F)cc1
-26	O=C(Nc1ccc2c(c1)nc1n2CCOC1)c1ccco1
-1	Cc1ccc(C)c(NC(=O)COC(=O)CCNC(=O)c2ccco2)c1
3	O=C(CCCSc1nc2ccccc2[nH]1)NCc1ccccc1
-60	CC(C)(C)C(=O)Nc1nc2ccc(S(C)(=O)=O)cc2s1
3	O=C(Cn1cnc2c(nnn2-c2ccc(F)cc2)c1=O)NCc1ccco1
6	Cc1cccn2c(CN(C)CC3Cc4ccccc4O3)c(C(=O)N3CCCCC3)nc12 (stereo unspecified)
26	COc1cc(C(=O)Nc2cccc(C(C)=O)c2)cc(OC)c1OC
16	CC(c1cccnc1)N(C(=O)Nc1ccccc1)C1CCCCC1 (stereo unspecified)
16	CC(C)Nc1nc(Nc2ccccc2Cl)c2sccc2n1
7	O=C(OCC(=O)N1CCC(Cc2ccccc2)CC1)c1ccc(CO)cc1
-1	CN(C)CCCN(C(=O)c1ccc(S(=O)(=O)N2CCCCCC2)cc1)c1nc2cc3c(cc2s1)OCCO3
4	COCc1nnc(NC(=O)c2cccc(NC(=O)c3ccccc3)c2)s1
-12	C[C@H]1CN([C@@H](C)CO)C(=O)c2c(c3ccccc3n2C)-c2ccccc2CO[C@@H]1CN(C)S(C)(=O)=O
-10	O=C(COC(=O)c1c2c(nc3ccccc13)CCCC2)Nc1ccc2c(c1)OCO2
-17[25 µM]	CCS(=O)(=O)Nc1ccc2c(c1)C(=O)N(C)[C@H]1CC[C@H](CC(=O)N[C@H]3CCN(Cc4ccccc4)C3)O[C@H]1CO2
4	CC1CCc2sc(C(=O)NN)cc2C1 (stereo unspecified)
17	O=C(NCCc1ccccc1)c1cnn2c(C(F)F)cc(C3CC3)nc12
5	Cc1nc2ccccn2c1C(=O)OCC#N
-5	Cc1cc(SCC(=O)OCC(=O)N(C)C2CCS(=O)(=O)C2)c(C)cc1Br (stereo unspecified)
-9	CO[C@@H]1CN(C)C(=O)c2ccc(NC(=O)C3CCCC3)cc2OC[C@@H](C)NC[C@@H]1C
8	CCNC(=O)CSc1nnc(-c2cccc(S(=O)(=O)N3CCOCC3)c2)o1
11	N#CCSc1nc2ccccc2c(=O)n1CCC(=O)NCCc1ccccc1

Ordered by the number under BL2 CD40 inh (high to low): 5 of the compounds above.
BL2 CD40 inh	SMILES
8	Cn1ccnc1SCC(=O)NCC(=O)Nc1ccc(F)c(F)c1F
3	CC(c1ccccc1)N1CC(C(=O)NC2CCCC2)CC1=O (stereo unspecified)
-5	COc1ccccc1-n1c(-c2ccc(Cl)cc2)c[nH]c1=S
-12	CCOC(=O)c1[nH]c(C)c(CC(C)C)c1C
-26	CC(=O)c1ccc(Oc2ncnc3sccc23)cc1

Back to the main list, starting four compounds before the break.
BL2 CD40 inh	SMILES
-5	Cc1cc(SCC(=O)OCC(=O)N(C)C2CCS(=O)(=O)C2)c(C)cc1Br (stereo unspecified)
-9	CO[C@@H]1CN(C)C(=O)c2ccc(NC(=O)C3CCCC3)cc2OC[C@@H](C)NC[C@@H]1C
8	CCNC(=O)CSc1nnc(-c2cccc(S(=O)(=O)N3CCOCC3)c2)o1
11	N#CCSc1nc2ccccc2c(=O)n1CCC(=O)NCCc1ccccc1
-3&7	N#Cc1cccc(-c2ccc(C3[C@@H]4CN(C(=O)Cc5ccccc5)C[C@H]3N4)cc2)c1 (stereo partly specified)
12	O=C(CNCCO)Nc1ccc(F)c(Cl)c1
-13	CCOC(=O)c1c(C)[nH]c(C(=O)N2CCCC(C(=O)c3ccccc3OC)C2)c1C (stereo unspecified)
4	COc1cccc(NC(C)(C)c2nnnn2-c2c(C)cccc2C)c1
6	Cc1ccc(C)n1-n1cnc2sc3c(c2c1=O)CCCCC3
-1	CCOC(=O)c1c(C)nc(C)c(C(=O)OCC)c1-c1ccco1
7	O=C(C1CC1)N1c2ccccc2Sc2ccccc21
-10	COC(=O)c1cc(Cl)c(NC(=O)C(C)C)cc1OC
3	CN(C(=O)c1ccnn1C)C1CCCN(Cc2ccccc2F)C1 (stereo unspecified)
-14	Cc1ccc(C(C)C)c(OCc2ccc(-c3nnco3)cc2)c1
-26[25 µM]	C[C@H]1CN([C@@H](C)CO)C(=O)c2ccccc2-c2ccccc2CO[C@@H]1CN(C)S(C)(=O)=O
8	C[C@H]1CN([C@@H](C)CO)C(=O)c2c(c3ccccc3n2C)-c2ccccc2CO[C@H]1CN(C)S(=O)(=O)c1ccsc1
7	Cn1c(=O)c2c(nc(Oc3ccc4c(c3)OCO4)n2Cc2ccc(F)cc2)n(C)c1=O

Given as labelled records: 4 of the compounds above.
> COc1ccc(-c2nc(C#N)c(NCC3CCCO3)o2)cc1OC (stereo unspecified)
  BL2 CD40 inh: -50

> CCOc1ccccc1OC(c1ccccc1)C1CNCCO1 (stereo unspecified)
  BL2 CD40 inh: 6[25 µM]

> CCN(c1ccc(OC)cc1)S(=O)(=O)N1CCCC(C(=O)NC(C)c2ccccc2)C1 (stereo unspecified)
  BL2 CD40 inh: 4

> COc1cc2c(cc1OC)CN(C(=O)CCNC(=O)c1ccc(Br)cc1)CC2
  BL2 CD40 inh: 6

The list is partial, so the mix of outcomes need not match the whole.
